Assay outcomes as filed in PubChem.
PriA SSB inh – inhibitors of Klebsiella pneumoniae PriA binding to SSB C-terminal tail; inhibition, % at 33 µM; AlphaScreen SSBct-PriA binding, biotinylated peptide; hit rate 0.6% among 430,000; in the data active = inhibition mostly above about 37%, no sharp cut-off; inactive = mostly below about 20%;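 also: plate controls were negative control peptide for no effect and reference peptide for full effect; strong numbers were not always called active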
Mtb UGM inh – blocks M. tuberculosis UGM enzyme; purified UGM, fluorescence polarization probe displacement; inhibition, % at 10 µM; hit rate 0.06% among 320,000; AID 504406; P9WIQ1; in the data active = inhibition above about 10%, passing the limit was not always enough
Target sequence (P9WIQ1 whole entry, looked up): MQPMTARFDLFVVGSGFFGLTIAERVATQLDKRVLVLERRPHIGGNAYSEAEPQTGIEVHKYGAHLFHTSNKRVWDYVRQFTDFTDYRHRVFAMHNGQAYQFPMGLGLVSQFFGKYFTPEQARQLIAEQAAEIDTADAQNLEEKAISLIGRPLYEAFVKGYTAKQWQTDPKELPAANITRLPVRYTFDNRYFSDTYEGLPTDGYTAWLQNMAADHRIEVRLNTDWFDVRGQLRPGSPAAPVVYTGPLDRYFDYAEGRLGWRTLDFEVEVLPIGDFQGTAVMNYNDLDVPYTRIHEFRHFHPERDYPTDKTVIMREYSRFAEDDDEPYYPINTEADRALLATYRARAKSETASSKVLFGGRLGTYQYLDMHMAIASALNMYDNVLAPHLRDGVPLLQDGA
Mtb FBA inh – inhibitors of M. tuberculosis fructose-bisphosphate aldolase. inhibition, % at 1 µM. hit rate 2.3% among 360,000. purified M. tuberculosis FBA, fluorescence read-out. P9WQA3. AID 588726; in the data active = inhibition above about 27%;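 also: 0% = vehicle and 100% = reference inhibitor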
Target sequence (P9WQA3 whole entry, looked up): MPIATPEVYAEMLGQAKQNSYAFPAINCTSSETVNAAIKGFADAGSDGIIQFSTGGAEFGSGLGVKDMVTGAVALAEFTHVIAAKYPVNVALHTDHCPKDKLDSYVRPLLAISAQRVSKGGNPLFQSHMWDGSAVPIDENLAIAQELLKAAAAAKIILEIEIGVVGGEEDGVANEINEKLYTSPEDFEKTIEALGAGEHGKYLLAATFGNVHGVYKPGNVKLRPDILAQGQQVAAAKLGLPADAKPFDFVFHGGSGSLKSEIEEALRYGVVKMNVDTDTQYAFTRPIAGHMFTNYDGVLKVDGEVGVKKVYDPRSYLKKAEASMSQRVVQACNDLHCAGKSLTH
DUSP3 inh – inhibitors of human VHR1 phosphatase (DUSP3); P51452; recombinant VHR phosphatase, pNPP absorbance; inhibition, % at 13.3 µM; hit rate 0.52% among 290,000; in the data active = inhibition above about 50%; also: some compounds called inactive have numbers as strong as hits
Target sequence (P51452 whole entry, looked up): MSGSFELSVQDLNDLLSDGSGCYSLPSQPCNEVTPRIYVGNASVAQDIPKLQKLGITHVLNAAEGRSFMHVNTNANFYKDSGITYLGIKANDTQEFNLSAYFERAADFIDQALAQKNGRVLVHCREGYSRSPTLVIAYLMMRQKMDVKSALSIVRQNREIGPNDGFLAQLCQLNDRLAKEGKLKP
MazEF act – activators of E. coli MazEF toxin-antitoxin RNase | P0AE70 | FAM/BHQ RNA-DNA oligo cleavage fluorescence, 5 h | activation, % at 20 µM | hit rate 0.32% among 350,000 | AID 504720; in the data active = activation above about 50%
Target sequence (P0AE70 whole entry, looked up): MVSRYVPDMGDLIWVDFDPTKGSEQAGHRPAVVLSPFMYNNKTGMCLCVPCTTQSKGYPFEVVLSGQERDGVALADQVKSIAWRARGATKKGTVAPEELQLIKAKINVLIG
Rv3671c inh – Rv3671c (M. tuberculosis) protease inhibition | P9WHR9 | inhibition, % at 5.96 µM | hit rate 0.048% among 320,000; in the data active = inhibition above about 38%;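 also: extracellular domain of Rv3671c used as enzyme; 0% = enzyme with DMSO and 100% = no enzyme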
SARS 3CLpro inh – SARS-CoV 3CLpro protease inhibition; AID 1706; P0C6X7; hit rate 0.14% among 290,000; inhibition, % at 6 µM; recombinant SARS-CoV 3CLpro, quenched FRET peptide cleavage; in the data active = inhibition above about 12%
GDH-TPI counter – inhibits GDH-TPI coupling enzymes, artifact for Mtb FBA screen | inhibition, % at 4.8 µM | AID 588335 | GDH-TPI coupled enzyme counterscreen, NADH absorbance | hit rate 1.2% among 360,000; in the data active = inhibition above about 30%;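 also: 0% = DMSO wells and 100% = wells lacking the enzyme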
BH1578 lux ind – induces V. cholerae light production without autoinducers | V. cholerae BH1578 lux reporter, luminescence, 6 h | activation, % at 18.7 µM | hit rate 0.16% among 350,000; in the data active = activation mostly above about 9.7%, no sharp cut-off; also: not every result past the cut was called active; inactives centre near 0; reference of the scale not given here
Mtb BioA inh – BioA (M. tuberculosis) enzyme inhibition. AID 602481. purified M. tuberculosis BioA enzyme, plate reader. hit rate 0.096% among 360,000. inhibition, % at 9.99 µM; in the data active = inhibition above about 40%
Starred values were filed as active, the others as inactive; i = inactive; · = not tested or not shown; & = joins results of further samples. These rows are one share of the data, so the mix of outcomes need not match the whole.

SMILES	PriA SSB inh	Mtb UGM inh	Mtb FBA inh	DUSP3 inh	MazEF act	Rv3671c inh	SARS 3CLpro inh	GDH-TPI counter	BH1578 lux ind	Mtb BioA inh
CC(=O)N1N=C(c2ccc(Cl)cc2)OC1c1ccc(C(C)C)cc1 (configuration not stated)	-12	2.1	6	-15	-18	-6	0	-3	i	-2.0
CC(C)(C)OC(=O)N1CCC(Cc2cc(-c3cccc(Br)c3)no2)(C(=O)O)CC1	-6	-0.5	0	13	-1	-10	6	8	i	0.7
O=C1CC/C=C\C[C@@H](CC(=O)N(CCO)Cc2ccccc2)C(=O)NCCO1	-11	4.3	2	·	2	3	·	-9	i	-2.2
Cc1ccc(NC(=O)Cn2cc(S(=O)(=O)c3ccc(F)cc3)c(=O)c3cc(F)ccc32)cc1	2	2.4	4	8	-18	-9	1	17	-0.9	-0.9
CCc1ccc2nc(N3CCN(C)CC3)c(C#N)cc2c1	-17	-1.1	6	36	10	3	-6	0	-0.4	1.1
COc1ccccc1NC(=O)Cn1cnc2c(nc3n2CCCCC3)c1=O	-13	2.3	-4	-12	4	4	11	-4	-0.3	-0.7
O=C(CSc1nncc(=O)[nH]1)NCc1ccccc1	-9	-4.7	2	15	8	-3	6	2	0.1	·
CC(=O)N1CC(C(=O)Nc2ccc3c(c2)OCO3)Oc2ccccc21 (configuration not stated)	-3	-2.0	2	·	2	1	·	12	i	0.3
CC(C)OP(=O)(OC(C)C)C1(NS(=O)(=O)c2ccc(Cl)cc2)C=C(Cl)C(=O)C(Cl)=C1	17	0.7	1	6	-1	0	17*	10	i	1.4
CCc1ccccc1NC(=O)c1ccc(NS(C)(=O)=O)cc1	1	-0.1	0	11	4	3	4	7	0.3	·
C=CCNC(=O)c1ccccc1NC(=O)c1ccccc1C	-6	-1.3	0	35	5	2	3	-12	·	1.2
CCCNC(=O)N1[C@H]2CC[C@@H]1C(C(=O)OC)=C(c1ccc(F)cc1OCc1ccccc1)C2	-8	0.3	-1	·	4	-4	·	-5	i	-1.0
N#CC(=C(O)COC(=O)CCC1CCCCC1)c1nc2ccccc2[nH]1	0	·	0	·	2	·	·	5	-3.4	1.0
O=C(Cn1cc(C(F)(F)F)ccc1=O)NC(c1ccccc1)c1ccccc1	0	-2.7	-1	4	-14	-1	0	10	-0.3	·
O=[N+]([O-])c1cccc(-c2nc(Oc3ccc(Cl)cc3)c3ccccc3n2)c1	·	0.6	·	5	·	-8	1	·	·	·
Cc1ccc(S(=O)(=O)CC(=O)Nc2nc3ccc(S(N)(=O)=O)cc3s2)cc1	0	2.2	-3	-7	0	-20	1	13	-0.7	-0.7
Cc1cccc(NC(=O)CN2C(=O)N/C(=C/c3ccc(-c4cccc(C(=O)O)c4C)o3)C2=O)c1	-23	2.0	2	-12	7	-3	4	8	i	-3.4
O=c1cc(-c2cc3ccccc3o2)c2cc(O)ccc2o1	1	-0.6	0	28	7	-7	2	16	-0.3	-0.9
Cc1cccc(CSc2nnc(NC(=O)c3ccco3)s2)c1	8	-1.9	8	1	6	0	-1	22	i	1.1
CC(C)Sc1nc2ccccc2c(=O)[nH]1	-7	-1.1	-1	-12	2	-3	5	13	-0.4	1.8
CC(C)OC(=O)CSc1n[nH]c(-c2cccnc2)n1	-6	1.3	-1	2	4	13	2	-4	-0.4	·
CC(C)(C)c1ccc(C(CC(=O)O)NC(=O)CCCc2ccccc2)cc1 (configuration not stated)	-2	2.6	-4	-15	7	-1	8	0	-0.1	·
Cc1cc(NC(=O)c2cc3nc(C4CC4)cc(C(F)(F)F)n3n2)no1	-5	0.9	-1	0	2	15	4	0	·	-0.5
COc1ccccc1CN1CCNC(=O)C1CC(=O)NC1Cc2ccccc2C1 (configuration not stated)	-15	-1.6	4	0	6	9	-5	4	-0.4	·
Cc1ccc(-n2nnnc2SCC(=O)c2c(N)n(C3CC3)c(=O)[nH]c2=O)cc1C	-11	3.8	-1	·	57*	-5	·	2	i	-0.5
The listing continues.
SMILES	PriA SSB inh	Mtb UGM inh	Mtb FBA inh	DUSP3 inh	MazEF act	Rv3671c inh	SARS 3CLpro inh	GDH-TPI counter	BH1578 lux ind	Mtb BioA inh
COc1cc(OC)c(OC)cc1CCC(C)NC(=O)Cc1ccccc1 (configuration not stated)	2	-1.2	0	7	-3	-10	-6	2	i	0.3
COc1cc(C)nc2nc(SCc3ccccc3)nn12	-4	-3.0	2	13	-1	-2	-2	7	-0.5	-0.5
COc1ccc(NCC(=O)N/N=C/C(C)c2ccccc2)cc1 (configuration not stated)	·	0.3	2	17	11	5	1	4	0.1	-1.5
N=C1C(c2nc3ccccc3s2)=C(O)CN1NC(=O)c1ccco1	-3	1.8	8	5	11	5	-1	47*	i	-0.2
COc1cccc([C@@H]2CC=C(C(=O)O)[C@H](c3ccc(F)cc3)N2S(=O)(=O)c2ccc(C)cc2)c1	5	0.0	-2	·	-2	-1	·	-1	0.0	0.2
OCc1ccccc1-c1ccc2nncn2c1	·	·	2	·	·	·	·	-3	i	-1.3
CS(=O)(=O)NCc1nnc(SCc2ccc(C(F)(F)F)cc2)o1	-5	0.9	-1	9	2	-3	4	10	-0.4	-1.1
C[C@@H]1CN([C@H](C)CO)C(=O)CCCn2nncc2CO[C@@H]1CN(C)S(=O)(=O)c1ccccc1	·	·	2	·	-4	·	·	2	-1.0	-0.2&-1.6
COc1ccc2oc(C(=O)OCC(=O)N(C)C3CCCCC3)c(C)c2c1	0	0.6	38*	·	1	5	·	6	-4.2	-2.1
Cc1oc(-c2cccc(Cl)c2)nc1CN1CCC(C(=O)NC2CC2)CC1	-1	1.2	1	-7	7	3	-1	-5	6.2	-1.2
CCN1C(=O)C2(C(C#N)=C(N)Oc3c2c(C)nn3-c2ccccc2)c2ccccc21 (configuration not stated)	3	-1.7	1	17	4	0	-3	6	-0.4	0.1
C[C@H]1C=C(C(=O)NCc2ccccc2)O[C@@H](OCc2ccc(CO)cc2)C1	-2	-2.4	2	3	4	8	2	4	i	-1.5
COc1cc(CN2CCN(c3ccc(C)cc3)CC2)cc([N+](=O)[O-])c1O	14	-1.6	·	20	-2	-3	0	·	·	·
CC1CCN(C(=O)c2ccccc2NC(=O)c2cccc(S(=O)(=O)N3CCOCC3)c2)CC1	-11	·	2	0	-1	·	2	1	i	0.5
Cc1ccc(C)c(S(=O)(=O)N2CCN(CC(=O)Nc3sccc3C#N)CC2)c1	-13	2.6	3	17	4	2	0	8	-0.2	·
COC(=O)C1=C(c2ccc(OCc3ccccc3)c(F)c2)C[C@@H]2CC[C@H]1N2C	·	·	2	·	4	·	·	2	-0.6	-0.6
C=CCSC1=N/C(=C\c2cccnc2)C(=O)N1c1ccc(OC)cc1	-4	-2.6	-2	12	1	-4	-5	12	-0.7	·
Nc1ccc2nc(-c3ccccc3)cnc2c1	-10	5.2	0	·	-101	8	·	2	0.6	-5.9
CC(C(=O)O)N(C(=O)c1ccccc1)c1ccc(F)c(Cl)c1 (configuration not stated)	-5	-3.3	1	26	-18	-11	9	4	i	0.0
CCn1ccc(C(=O)NC2C(=O)N3C(C(=O)O)=C(C)CSC23)n1 (configuration not stated)	-10	3.2	0	9	5	-7	-11	5	i	-0.4
N#Cc1c(C(F)(F)F)cc(=O)[nH]c1SCC(=O)O	-2	8.7	6	13	-8	8	3	13	-0.4	-1.9
O=C(Nc1cccnc1)c1ccc([N+](=O)[O-])s1	-2	-3.5	-1	·	0	-2	·	18	i	1.1
CSc1nc2c(c(=O)[nH]1)CCCC2	-2	0.2	-2	8	4	4	-5	7	-2.8	-0.3
C#CCN(C[C@@H]1[C@@H](OC(=O)NCc2ccc(OC)c(OC)c2)[C@@H](OC(=O)NCc2ccc(OC)c(OC)c2)CN(C(=O)OC(C)C)N1C(=O)OC(C)C)S(=O)(=O)c1ccc(C)cc1	·	·	-3	·	4	·	·	8	-0.6	-0.2
CC(NC(=O)CCc1nnc(Cc2cccc(C(F)(F)F)c2)o1)C1CC1 (configuration not stated)	-17	-0.3	0	8	-1	-6	0	4	-0.3	0.1

Given with values under each structure: entries from further up.
Each structure is followed by: PriA SSB inh | Mtb UGM inh | Mtb FBA inh | DUSP3 inh | MazEF act | Rv3671c inh | SARS 3CLpro inh | GDH-TPI counter | BH1578 lux ind | Mtb BioA inh
COC(=O)C1=C(c2ccc(OCc3ccccc3)c(F)c2)C[C@@H]2CC[C@H]1N2C
    · | · | 2 | · | 4 | · | · | 2 | -0.6 | -0.6
CC(C(=O)O)N(C(=O)c1ccccc1)c1ccc(F)c(Cl)c1 (configuration not stated)
    -5 | -3.3 | 1 | 26 | -18 | -11 | 9 | 4 | i | 0.0
N=C1C(c2nc3ccccc3s2)=C(O)CN1NC(=O)c1ccco1
    -3 | 1.8 | 8 | 5 | 11 | 5 | -1 | 47* | i | -0.2
C[C@H]1C=C(C(=O)NCc2ccccc2)O[C@@H](OCc2ccc(CO)cc2)C1
    -2 | -2.4 | 2 | 3 | 4 | 8 | 2 | 4 | i | -1.5
COc1ccc2oc(C(=O)OCC(=O)N(C)C3CCCCC3)c(C)c2c1
    0 | 0.6 | 38* | · | 1 | 5 | · | 6 | -4.2 | -2.1

The listing continues:
SMILES	PriA SSB inh	Mtb UGM inh	Mtb FBA inh	DUSP3 inh	MazEF act	Rv3671c inh	SARS 3CLpro inh	GDH-TPI counter	BH1578 lux ind	Mtb BioA inh
COC(=O)C(NC(C)=O)(Nc1nc(C)cs1)C(F)(F)F (configuration not stated)	-2	0.5	2	12	-3	1	-2	-3	3.4	-1.6
COc1ccccc1/C=C/C(=O)Nc1ccc(S(=O)(=O)Nc2cc(C)nc(C)n2)cc1	-8	1.1	0	8	-1	-15	-2	28	-0.5	-0.4
CCOc1cc(/C=N/NC(=O)c2cc(C3CC3)[nH]n2)ccc1O	·	0.0	0	-10	9	6	5	21	i	·
COc1cc([N+](=O)[O-])ccc1NC(=S)NNC(=O)c1ccc2c(c1)OCO2	12	5.2	-5	-2	-2	1	10	14	·	2.0
O=C(CSc1nnc(NC(=O)c2c(F)cccc2F)s1)NCc1ccccc1	6	0.8	2	26	15	0	-10	6	i	-0.8
CN1OC[C@@H]2CN(C(=O)C(C)(C)C)[C@H](c3cccc(Oc4ccccc4)c3)C[C@@H]21	·	·	-1	·	10	·	·	5	-1.0	-0.4
CC(=O)Oc1ccc(/C=C2/Oc3ccccc3C2=O)cc1	1	0.6	2	-1	14	-9	-3	24	i	0.2
Cc1ccccc1OCC(O)CN1CCN(CC(O)COc2ccccc2C)CC1 (configuration not stated)	6	3.4	-1	-33	0	-9	1	-3	i	·
CCOc1oc(-c2ccc(OC)cc2)nc1C(F)(F)F	-22	-0.7	0	8	3	-9	0	12	i	-1.6
O=C(NCc1cccnc1)C(=O)N/N=C/c1ccccc1[N+](=O)[O-]	·	0.6	5	7	4	-2	0	3	-0.5	0.6
CCN(CC1CCCO1)C(=O)C1CCN(C2CCN(Cc3ccccc3C)CC2)CC1 (configuration not stated)	0	0.1	1	24	-8	-9	2	25	-1.4	-2.9
O=C1NC(=O)C2C1C(c1cccs1)NN2Cc1ccccc1 (configuration not stated)	-5	-0.1	6	6	-11	0	1	9	i	-2.6
COc1cc(C(=O)NC(=S)N2CCCCCC2)cc(OC)c1OC	1&-21	1.0	-4	-11	2	1	7	-3	-0.7	·
O=C(Nc1ccc2nc(-c3ccccc3)[nH]c2c1)c1ccco1	3	-0.7	10	6	5	-23	-2	13	-0.7	26
CN(C)c1ccnc(-n2cccc2/C=N/OCc2ccccc2)c1C#N	·	1.4	-1	33	15	-10	7	6	i	-1.4
O=C(NNc1nc2ccccc2nc1C(F)(F)F)c1ccccc1	-9	-1.0	3	17	6	-4	-8	0	i	-0.2
CCCCSc1nc2c(cnn2-c2ccc(F)cc2)c(=O)[nH]1	-8	3.1	-2	32	-4	-6	1	3	-0.2	0.3
C=CCNC(=O)C1CCN(c2cnccn2)CC1	1	2.4	1	-2	11	1	-2	-1	i	·
C/C=C\C=C/C(=O)Nc1cccc(C2=NOC3(C2)C[C@@H](C(N)=O)N(C(=O)/C=C/CC)C3)c1 (some centres not stated)	-2	0.3	2	7	11	-9	·	16	-1.4	0.5
COc1ccc(CNc2nc3ccccc3n2Cc2ccccc2)cc1OC	18	1.9	0	40	8	-6	-2	0	·	18
